mcGAS lum: cyclic GMP-AMP synthase inhibitors, mouse, primary biochemical chemiluminescence. Q8C6L5. recombinant cGAS, Kinase-Glo ATP depletion luminescence. inhibition, % at 12.5 µM. hit rate 0.15% among 160,000;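 also: 0% = negative control wells and 100% = reference inhibitor with no enzyme activity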
NPYLR7 agonist: agonists of mosquito NPYLR7 receptor, primary screen, cell-based, Aedes aegypti, calcium fluorescence, mosquito biting behavior | Aedes aegypti neuropeptide Y-like receptor 7 (NPYLR7) | HEK293T NPYLR7/Galpha15, GCaMP6s calcium fluorescence | activation, % at 10 µM | hit rate 0.15% among 270,000 | AID 1259423, 2018; in the data active = activation above about 40%;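 also: 0% = vehicle and 100% = reference agonist at the receptor; some compounds past the cut are filed as inactive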
hcGAS lum: Primary biochemical luminescence assay for human cyclic GMP-AMP synthase inhibitors; inhibition, % at 12.5 µM; recombinant h-cGAS, ATP depletion, Kinase-Glo luminescence; AID 1259398, 2018; Q8N884; hit rate 0.081% among 290,000;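 also: 0% = vehicle reaction and 100% = reaction without DNA for no activity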
Target sequence (Q8N884 whole entry, looked up): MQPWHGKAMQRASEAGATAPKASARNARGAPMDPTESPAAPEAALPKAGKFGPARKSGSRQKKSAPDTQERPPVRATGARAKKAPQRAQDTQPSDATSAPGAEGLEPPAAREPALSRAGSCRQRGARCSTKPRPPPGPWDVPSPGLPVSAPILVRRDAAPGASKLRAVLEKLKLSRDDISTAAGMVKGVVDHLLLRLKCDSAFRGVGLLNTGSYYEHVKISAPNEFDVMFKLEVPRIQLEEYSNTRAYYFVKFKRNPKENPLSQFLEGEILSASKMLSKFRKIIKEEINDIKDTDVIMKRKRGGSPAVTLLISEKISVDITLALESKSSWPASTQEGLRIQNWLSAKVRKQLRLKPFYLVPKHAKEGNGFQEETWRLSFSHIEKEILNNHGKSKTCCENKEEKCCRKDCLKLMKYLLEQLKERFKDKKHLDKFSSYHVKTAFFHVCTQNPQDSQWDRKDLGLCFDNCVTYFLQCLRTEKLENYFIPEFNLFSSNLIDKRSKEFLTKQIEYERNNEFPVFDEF
* marks the source's active call; other numbers are inactive results; / = not tested or not shown; & = joins results of further samples. Rule as the data show it, unless noted: active = inhibition above about 40%; inactive = the rest.

SMILES	mcGAS lum	NPYLR7 agonist	hcGAS lum
O=C1NCCN(C/C=C/c2ccco2)C1c1ccc(F)cc1 (stereo unspecified)	-9	5	-2
O=C(CSc1nnc2n1CCCCC2)NN1C(=O)NC2(CCCCC2)C1=O	/	0	-8
CC(=O)c1c(F)cc(F)cc1OCC(=O)N(C)Cc1cccs1	/	13	-10
CC1=C2C(=CO[C@H](C)[C@H]2C)C(=O)C(C(=O)O)C1=O (stereo partly specified)	30	1&1	-4&-2
CC(=O)N1CCc2cc(NC(=O)CN(c3cccc(C#N)c3)C(C)C)ccc21	/	4	-3
O=CN1CCCN(C(=O)c2cc(COc3ccc4c(c3)CCCC4)on2)CC1	/	9	-6
COCC(=O)N1CCC(C(NC(=O)c2cccc(OC)c2)C(=O)NCc2ccco2)CC1 (stereo unspecified)	-4	6	-5
O=C(CCc1ccsc1)NCc1nc(-c2ccc(F)cc2)n[nH]1	/	24	-6
CS(=O)(=O)Nc1ccccc1C1=NN(C(=O)c2ccccc2F)C(c2ccco2)C1 (stereo unspecified)	-2	11	-5
COc1ccccc1CN1CCCn2cccc2C1c1ccc(C)cc1 (stereo unspecified)	-1	-11	0
CCc1ccc(Cl)c(CC)c1NC(=O)N1CCN(c2ccc(O)cc2)CC1	/	11	-4
CCC(C(=O)N1CCC2(CC1)C(=O)N(CC(=O)NCC1CCCO1)CN2c1ccccc1)c1ccccc1 (stereo unspecified)	-9	/	-11
CCN1CC(CNC(=O)c2cccc(OC3CCN(C(=O)C4CC4)CC3)c2)CC1=O (stereo unspecified)	/	11	-4
CCOCC(=O)Nn1cnc2c(cnn2C(C)(C)C)c1=O	/	3	-11
CNC(=O)c1ccc(OC)c(-c2ccccc2CN2CCOCC2)c1	-11	4	1

The last 7 entries of the section above are carried over, then new ones follow:
SMILES	mcGAS lum	NPYLR7 agonist	hcGAS lum
CS(=O)(=O)Nc1ccccc1C1=NN(C(=O)c2ccccc2F)C(c2ccco2)C1 (stereo unspecified)	-2	11	-5
COc1ccccc1CN1CCCn2cccc2C1c1ccc(C)cc1 (stereo unspecified)	-1	-11	0
CCc1ccc(Cl)c(CC)c1NC(=O)N1CCN(c2ccc(O)cc2)CC1	/	11	-4
CCC(C(=O)N1CCC2(CC1)C(=O)N(CC(=O)NCC1CCCO1)CN2c1ccccc1)c1ccccc1 (stereo unspecified)	-9	/	-11
CCN1CC(CNC(=O)c2cccc(OC3CCN(C(=O)C4CC4)CC3)c2)CC1=O (stereo unspecified)	/	11	-4
CCOCC(=O)Nn1cnc2c(cnn2C(C)(C)C)c1=O	/	3	-11
CNC(=O)c1ccc(OC)c(-c2ccccc2CN2CCOCC2)c1	-11	4	1
COc1ccc(C(=O)N2CCN(C3=NS(=O)(=O)c4ccccc43)CC2)cc1OC	-6	0	-4
CCn1cc(S(=O)(=O)Nc2ccc(C(=O)OC(C)C)cc2)cn1	/	-2	-7
OCCC1CN(Cc2ccc3cccc(F)c3n2)CCN1CCc1ccccc1 (stereo unspecified)	-10	12	-7
C=C(C)Cn1c(=O)c2c(nc3n2CC(C)=NN3Cc2ccc(F)cc2)n(C)c1=O	/	0	-5
CN(C)c1cccc(C(=O)N2CCC3(CCCN(CCc4ccccc4)C3)C2)c1 (stereo unspecified)	/	15	-7
CNc1nc2cnc(-c3ccc(CO)cc3)cc2n1Cc1ccccc1	-8	11	-6
N#Cc1ccc(NC(=O)CS(=O)CCC23CC4CC(CC(C4)C2)C3)cc1 (stereo unspecified)	/	11	-2
COCCn1cc(C(=O)N2CCN(C(=O)COC)CC2)c2nn(-c3ccccc3)c(=O)c-2c1	-8	4	-7
Cc1nc2cc(NC(=O)/C=C/c3ccc([N+](=O)[O-])s3)ccc2n1-c1ccccc1	-5	-4	-7
Cc1nn(CC(C)C)c(C)c1CC(=O)O	-5	-1	-3
CCCCC(=O)Nc1cc(NC(=O)c2csnn2)ccc1OC	-9	7	-5
CN(CC1CCCN(CCc2cccc(C(F)(F)F)c2)C1)C(=O)c1cc2ccccc2o1 (stereo unspecified)	-10	8	-10
CCOC(=O)CNC(=O)N1CCN(c2cc(Oc3ccc(F)cc3C)ncn2)CC1C (stereo unspecified)	-4	-10	-4
C=CCn1c(SCC(=O)N2CCOCC2)nnc1-c1ccc(OC)cc1	-6	21	-3
CCOC(=O)c1nn(-c2ccccc2)c(=O)cc1OS(=O)(=O)c1ccc(OC)c(C)c1	0	-1	5
Cc1ccc(CN2CCN(c3nc4c(c(=O)[nH]c(=O)n4C)n3Cc3ccc(C)cc3)CC2)cc1	/	0	-1
Cn1c(NC(=O)c2cccc(C(F)(F)F)c2)cc(=O)n(C)c1=O	-8	11	-8
O=C(Cc1ccccc1)NCCSc1ncc(-c2ccccc2)[nH]1	-2	7	-3
C(=C\c1ccccc1)/CSc1nnc(-c2cc(-c3ccccc3)nc3ccccc23)o1	-3	-1	-6
Cc1ccc(NC(=O)N(Cc2c(-c3ccccc3)noc2N2CCCCC2)CC2CC2)cc1	-4	-1	-1
CCCC(C)C(=O)Nc1ccc(OC)c(S(=O)(=O)N2CCOCC2)c1 (stereo unspecified)	-7	5	-3
Cc1c(F)cccc1N1C(=O)CSC1c1ccc(NC(=O)C(C)(C)CCl)cc1 (stereo unspecified)	-2	5	-3
C1=C(C2CCNc3c2ccc2cccnc32)CCCC1 (stereo unspecified)	/	1	11
CCSCCOC(=O)C1=C(C)NC(=O)NC1c1ccccc1F (stereo unspecified)	/	-5	-4
COCCn1c(SCc2cc(F)ccc2Br)nnc1-c1cc(-c2ccccc2)nc2ccccc12	-5	-7	-5
CCOC(=O)N1CCC2(CC1)N=C(CCC(C)C)NC2=O	-17	3	0
Cc1ccc(NC(=O)c2cc(-c3cccn3C)nn2-c2cccc(Cl)c2)cc1	-5	35	-9
S=c1n(CN2CCOCC2)c2ccccc2n1CN1CCOCC1	/	7	-8
O=C(CSc1nc2ccccc2s1)N/N=C\c1cc(Br)ccc1O	-7	18	-6
Cc1cc2nc(-c3cccs3)cc(C(=O)NCCSCc3c(Cl)cccc3Cl)c2cc1C	-5	-4	-2
Cc1cc(C)n(Cc2ccc(F)c(F)c2)c1C(=O)N(C)Cc1ccccc1	-1	1	-2
Cn1cc(CN(C(=O)c2ccc(O)c(Cl)c2)C2CC2)cn1	/	23	-7
N#Cc1ccccc1N=Cc1cccc(Cl)c1	/	0	0
COc1ccc(S(=O)(=O)NCC2CCCO2)cc1N1CCN(S(=O)(=O)c2ccccc2C(F)(F)F)CC1 (stereo unspecified)	-6	3	-8
COc1csc(C(=O)N2CC(=O)N(C(C)C)C(C)(C)C2)c1	-11	-2	-5
O=C(Cn1cnc([N+](=O)[O-])n1)Nc1cc(Oc2cncc(Cl)c2)cc([N+](=O)[O-])c1	-3	-5	-3
COc1ccc(-c2oncc2-c2ccccc2)c(O)c1	/	5	-7
CNC(=O)COc1ccc(NCc2cc(C)ccc2C)cc1	-16	2	-8
O=C(c1ccccc1F)N(Cc1ccc(F)cc1)CC1CC(c2ccc(F)cc2F)=NO1 (stereo unspecified)	-6	23	-1
CC1CCc2ccccc2N1S(=O)(=O)c1ccc2c(c1)CCC2 (stereo unspecified)	/	-1	-1
COC(=O)c1ccc(COC(CN2CCN(C(=O)c3ccc(Cl)nc3)CC2)c2cccc(OC)c2)cc1 (stereo unspecified)	1	/	0
OCC(CO)n1ccnc1-c1ccc2nsnc2c1	/	4	-3
COc1ccc(-n2cnc3c(C)nc(-n4nc(C)cc4C)nc32)cc1	-5	4	-4
CCOC(=O)c1sc(NC(=O)COc2ccc(C(C)(C)C)cc2)nc1C	4	-9	-1
Cc1c(C)n2c3c(=O)n(Cc4ccccc4Cl)c(=O)n(C)c3nc2n1CCCO	/	18	-5

Of the compounds above, two contain bromine:
SMILES	mcGAS lum	NPYLR7 agonist	hcGAS lum
COCCn1c(SCc2cc(F)ccc2Br)nnc1-c1cc(-c2ccccc2)nc2ccccc12	-5	-7	-5
O=C(CSc1nc2ccccc2s1)N/N=C\c1cc(Br)ccc1O	-7	18	-6

An excerpt of these results, with two lines to a compound:
The line under a structure holds: mcGAS lum | NPYLR7 agonist | hcGAS lum
N#Cc1ccccc1N=Cc1cccc(Cl)c1
 : / | 0 | 0
COC(=O)c1ccc(COC(CN2CCN(C(=O)c3ccc(Cl)nc3)CC2)c2cccc(OC)c2)cc1 (stereo unspecified)
 : 1 | / | 0

The listing continues.
SMILES	mcGAS lum	NPYLR7 agonist	hcGAS lum
COCCNC(=O)CCN(C(=O)c1cc(-c2c(C)cc(C)cc2C)on1)C1CC1	-2	/	-2
O=C(CNc1cccc(F)c1)Nc1ccc(Br)cc1	/	-7	-10
CC(C)N(Cc1nccn1Cc1ccc(F)c(F)c1)C(=O)c1ccc(F)cc1	-4	10	-2
Cc1ccc2oc(=O)n(C3CCN(C(=O)c4cccnc4Cl)CC3)c2c1	-8	5	-8
CCCCN(CC(=O)N(Cc1ccccc1)Cc1ccc(C)s1)S(=O)(=O)c1ccc(Cl)cc1	0	-6	-1
O=C(O)CCCCCn1c(SCc2cc(=O)n3ccccc3n2)nc2ccsc2c1=O	/	0	-12
O=C1CC2(CCN(C(=O)NC3CCC(CC4CCC(NC(=O)N5CCC6(CC5)CC(=O)c5cc(F)ccc5O6)CC4)CC3)CC2)Oc2ccc(F)cc21 (stereo unspecified)	-3	-1	-4
Cc1ccccc1CCN1CCC(CN(C(=O)[C@@H]2CCCN2)C2CCCC2)CC1	0	/	5
Cc1ccc(C)c(C2CC(c3ccccc3Cl)=NN2C(=O)CN2CCCCC2C)c1 (stereo unspecified)	-5	0	-3
Cc1cc(C(=O)N2CCCC3(CCN(C)C3)C2)n[nH]1 (stereo unspecified)	-14	6	-4
CCCN(Cc1c(C)nn(-c2ccccc2)c1N1CCN(C)CC1)C(=O)CSc1ccccc1	-1	-2	2
O=C(NCc1nnc(SCc2ccc(F)cc2)n1-c1cc(Cl)ccc1Cl)Nc1cccc(C(F)(F)F)c1	-4	15	-3
CS(=O)(=O)c1sc2nc3c(cc2c1N)CCCC3	/	8	-7
O=C(CCC1CCCN(Cc2cc3ccccc3s2)C1)Nc1ccccc1F (stereo unspecified)	-10	12	-5
COc1cccc(OCc2ccccc2)c1C(=O)NCc1ccco1	-4	-14	-3

An excerpt of these results, with two lines to a compound:
Under each structure: mcGAS lum, NPYLR7 agonist, hcGAS lum
CCCN(Cc1c(C)nn(-c2ccccc2)c1N1CCN(C)CC1)C(=O)CSc1ccccc1
→ -1, -2, 2
O=C(CNc1cccc(F)c1)Nc1ccc(Br)cc1
→ /, -7, -10
CC(C)N(Cc1nccn1Cc1ccc(F)c(F)c1)C(=O)c1ccc(F)cc1
→ -4, 10, -2
O=C(O)CCCCCn1c(SCc2cc(=O)n3ccccc3n2)nc2ccsc2c1=O
→ /, 0, -12

The listing continues.
SMILES	mcGAS lum	NPYLR7 agonist	hcGAS lum
CCN(CC(=O)NCc1cscn1)Cc1ccc(Cl)cc1	-13	11	-3
COc1ccc(CCN(C)C(=O)c2cc(-c3ccc(F)cc3)nc3cc(-c4ccccc4)nn23)cc1OC	-9	14	-8
Cc1sc(=NC(=O)c2cccc(C(F)(F)F)c2)n(C(C)C(=O)NC2CC2)c1C (stereo unspecified)	/	7	184*
NCc1nnc2n1CC(C(F)(F)F)CC2 (stereo unspecified)	/	-9	-4
COc1ccc(CN2CCNC(=O)C2CC(=O)NC(C)(C)CO)c(C)c1C (stereo unspecified)	/	7	-10
CCC(C)N(Cc1ccc(OC)c(OS(=O)(=O)c2ccc(NC(C)=O)cc2)c1)C(=O)NC(C)(C)C (stereo unspecified)	0	-6	4
Cc1ccccc1Nc1nc(CN2CCN(c3ccccn3)CC2)cs1	-3	-3	3
CC1(C)Cc2c(cnn2-c2ccccc2)C(NC(=O)CCc2cccs2)C1 (stereo unspecified)	-10	3	-5
CC=CCn1c(=O)c2c(nc3n2CCN3c2cc(C)ccc2C)n(C)c1=O	/	-2	-1
COc1ccc(N2CCN(C(=O)C3CCCCC3C(=O)Nc3cccc(C(F)(F)F)c3)CC2)cc1 (stereo unspecified)	-4	-5	-8
Cn1cc(N2CCC(NC(=O)C3C4CC5CC(C4)CC3C5)C2=O)cn1 (stereo unspecified)	3	-2	-13
Cc1ccc2[nH]c(C(=O)O)c(CN3CCN(c4nc(C)cnc4C)CC3)c2c1	/	-3	-4
CN(Cc1cccc(Cl)c1)Cn1nnc(-c2ccc(F)cc2)n1	-7	1	-2
CCCCOc1ccc(-c2nc(C=Nc3ccc(C)cc3C)c(O)o2)cc1	2	-3	0
CN(Cc1cc(C2CC2)on1)Cc1ncccc1C(=O)O	-7	0	-4
CC(C)Cc1noc(CN(C)S(=O)(=O)NCc2ccccc2)n1	/	6	-7
CC(c1cccnc1)N(C)Cc1ccc(-c2ccccn2)cc1 (stereo unspecified)	/	5	1
O=C(CCc1nnc(-c2ccccc2)o1)NCc1ccccc1OC(F)(F)F	-17	7	-2
CN(Cc1cnccn1)C(=O)c1cn(C2CCCCCC2)nn1	/	1	-3
CCCN1CC(NC2CCN(C(=O)c3ccccc3)CC2)CC1=O (stereo unspecified)	/	10	-6

Assay outcomes as filed in PubChem.
